From PubChem
HIV peptide binding = inhibitors of HIV fusion peptide binding, primary screen, biochemical, uHTS, fluorescence dequenching (AID 1986); inhibition, % at 20 µM; hits with a dose series show IC50 in µM; 290,000 compounds, 0.3% hits; cell-free peptide binding, fluorescence dequenching, 30 min; higher % means a stronger effect; in the data active = inhibition mostly above about 52%, no sharp cut-off; inactive = mostly below about 76%; note: some results filed as inactive read as strong as hits
KOR beta-arrestin-1 = KOR antagonists, beta-arrestin recruitment, cell-based, luminescence, uHTS (AID 1778); 290,000 compounds, 0.091% hits; inhibition, % at 10 µM; hits with a dose series show IC50 in µM; KOR beta-arrestin recruitment, luminescence, antagonist mode; higher % means a stronger effect; Kappa-type opioid receptor (Homo sapiens); note: strong numbers were not always called active
GPR55 beta-arrestin = GPR55 agonists via beta-arrestin recruitment, primary screen, imaging, U2OS cells, beta-arrestin-GFP redistribution (AID 1961); activation, % at 10 µM; hits with a dose series show EC50 in µM; 290,000 compounds, 0.048% hits; U2OS GPR55 beta-arrestin-GFP redistribution imaging; higher % means a stronger effect; G-protein coupled receptor 55 (Homo sapiens);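 active = activation above 40% with more than 50 cells counted in the well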;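 note: U2OS osteosarcoma cells stably expressing GPR55 and beta-arrestin-GFP; plate controls were DMSO negative control for no effect and LPI positive control for full effect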
Myeloid diff MLP = induction of myeloid progenitor differentiation, primary screen, cell-based, flow cytometry, MLPCN library; ER-HoxA9 myeloid progenitors, lysozyme-GFP differentiation; calls only at 10 µM; 360,000 compounds, 1% hits; AID 624256, 2012;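 active = normalized GFP-positive differentiation at or above the plate's own cutoff, the solvent-only control mean plus 3 SD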;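 note: cells exposed to compound for four days before flow analysis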
GPR35 antagonists = GPR35 antagonists blocking zaprinast-driven arrestin recruitment, primary screen, imaging, U2OS, beta-arrestin-GFP, zaprinast agonist (AID 2058); G-protein coupled receptor 35 (Homo sapiens); U2OS GPR35 beta-arrestin-GFP translocation imaging, zaprinast antagonism; higher % means a stronger effect; inhibition, % at 10 µM; hits with a dose series show IC50 in µM; 290,000 compounds, 0.052% hits;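 active = inhibition of at least 50% with at least 30 cells and total cytoplasm GFP at most 10,000,000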
KOR beta-arrestin-2 = KOR agonists, beta-arrestin recruitment, primary screen, cell-based, luminescence, uHTS (AID 1777); Kappa-type opioid receptor (Homo sapiens); KOR beta-arrestin recruitment, luminescence; higher % means a stronger effect; one-dose activation, % at 10 µM; EC50 in µM for titrated hits; 280,000 compounds, 0.02% hits; in the data active = activation above about 50%, passing the limit was not always enough; note: a part of the inactive calls stands beside numbers as strong as those of hits
NOD1 NF-kB reporter = NOD1 signaling inhibitors, primary screen, cell-based, luminescence, uHTS (AID 1578); NOD1-driven NF-kB luciferase reporter cells, luminescence; higher % means a stronger effect; inhibition, % at 4 µM, or EC50 in µM where a hit was titrated; 290,000 compounds, 1% hits; in the data active = inhibition mostly above about 36%, no sharp cut-off; inactive = mostly below about 34%;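 note: HEK-293T reporter cells stimulated with the NOD1 agonist gamma-tri-DAP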
HEK293 NOD2/NF-kB = NOD2 signaling inhibitors, cell-based, luminescence, uHTS, HEK293 (AID 1566); 290,000 compounds, 0.63% hits; inhibition, % at 4 µM; hits with a dose series show EC50 in µM; HEK293 NOD2/NF-kB luciferase reporter, luminescence; higher % means a stronger effect; note: many of its hits are not listed in these tables
GPR55 antagonists = GPR55 antagonists blocking LPI-driven arrestin recruitment, primary screen, imaging, U2OS, beta-arrestin-GFP, LPI agonist (AID 2013) | G-protein coupled receptor 55 (Homo sapiens) | U2OS GPR55 beta-arrestin-GFP translocation imaging, LPI antagonism; higher % means a stronger effect | inhibition, % at 10 µM; hits with a dose series show IC50 in µM | 290,000 compounds, 0.13% hits;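 active = spots per cell inhibited over 60%, with over 100 cells counted and total cytoplasm intensity under 500,000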;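 note: U2OS cells stably carrying GPR55 and arrestin-GFP stimulated by 5 µM LPI near EC80; imaged beta-arrestin-GFP aggregate spots per cell after agonist stimulation; plate controls were LPI-stimulated DMSO wells for no effect and DMSO wells without LPI for full effect; some results filed as inactive read as strong as hits; confirmed hits need IC50 under 10 µM and bright autofluorescent wells are also inconclusive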
Myeloid diff MLP GFP+ MAC1+ % = recorded beside Myeloid diff MLP, whose call it bears; GFP+ MAC1+ double positive, %; measured here: differentiation confirmed by MAC1 staining
Numbers without * were called inactive; i = inactive; . = no result given; [ ] = dose if it differs, or a comment. Cut-off read from the data, not from the text of the source, unless noted: active = inhibition above about 50%; inactive = the rest. An excerpt, so the mix of outcomes need not match the whole.

Under each structure – HIV peptide binding, KOR beta-arrestin-1, GPR55 beta-arrestin, Myeloid diff MLP, Myeloid diff MLP GFP+ MAC1+ %, GPR35 antagonists, KOR beta-arrestin-2, NOD1 NF-kB reporter, HEK293 NOD2/NF-kB, GPR55 antagonists
[1] Cc1cc(C)cc(C(=O)OCC(=O)Nc2cccc(S(=O)(=O)NC3=NCCCCC3)c2)c1
    0.8%, -14.7%, 0.8%, i, 0.2, -8.7%, 8.7%, -5.0%, 5.9%, 7.5%
[2] Cc1cc2cc(C(=O)N3CCc4c([nH]c5ccccc45)C3c3ccccn3)ccc2o1 (centres undefined)
    0.1%, -28.0%, 0.0%, i, 0.9, -2.4%, 6.7%, 6.9%, -12.3%, -2.3%
[3] Cc1cc(C)n(CC(O)COc2ccc(C(C)(C)C)cc2)n1 (centres undefined)
    2.6%, -42.7%, -0.1%, i, 3.2, 1.0%, 2.1%, 6.8%, 4.1%, -7.1%
[4] CC(C)CN(Cc1cc2ccccc2[nH]c1=O)C(=O)c1cccnc1
    1.6%, -16.9%, -0.1%, i, 0.8, 7.9%, 6.2%, -26.4%, -13.6%, 1.1%
[5] O=C(Cc1ccc(Cl)cc1)Nc1ccc(S(=O)(=O)Nc2ncccn2)cc1
    5.9%, -28.0%, 0.3%, i, 0.8, 3.3%, -5.6%, -7.1%, 1.8%, 17.9%
[6] CN(Cc1cccs1)C(=O)CSc1nc2ccccc2[nH]1
    -1.3%, 19.2%, 0.0%, i, 0.3, 3.0%, -2.0%, -20.8%, -39.3%, 0.7%
[7] COc1ccc(Cl)cc1C(=O)NNC(=O)CCNC(C)=O
    -2.2%, -16.5%, 0.5%, i, 1.2, 1.8%, -0.4%, -31.6%, 10.1%, -9.4%
[8] O=C(CCN1C(=O)COc2ccccc21)N1CCN(c2ccccn2)CC1
    2.0%, -2.0%, -0.1%, i, 0.7, -12.8%, -2.9%, -21.7%, 17.0%, 6.2%
[9] O=C(O)c1c(C(=O)N2N=C3/C(=C/c4ccccc4)CCCC3C2c2ccccc2)cccc1[N+](=O)[O-] (centres undefined)
    3.0%, -4.0%, 0.2%, i, 0.9, 5.6%, -8.2%, -22.5%, 0.8%, -4.5%
[10] Cn1nccc1C(=O)N1CCN(c2ncccn2)CC1
    0.4%, -23.6%, -0.3%, i, 0.5, -4.7%, 0.6%, -12.1%, 23.7%, -0.3%
[11] CCS(=O)(=O)N1CCC(C(=O)N2CCc3ccccc3C2)CC1
    -0.8%, 0.3%, 0.0%, i, 1.3, 0.4%, 0.1%, -21.1%, 6.6%, 21.0%
[12] O=C(CC(Nc1ccc(F)cc1)C(=O)OCC(=O)c1cccs1)c1ccccc1 (centres undefined)
    -1.4%, 27.7%, -0.3%, i, 2.5, -6.3%, -4.5%, -28.4%, 4.0%, 3.4%
[13] Cc1cc(C)nc(SCC(=O)NN=C2CCCC2)n1
    -0.4%, 21.8%, 0.4%, i, 0.5, -5.6%, -2.0%, -28.5%, 12.3%, 3.0%
[14] Cn1c(N)c(C(=O)COC(=O)CNS(=O)(=O)c2cccc(Cl)c2)c(=O)n(C)c1=O
    1.7%, 12.2%, -0.3%, i, 0.4, 11.5%, 4.3%, -2.5%, 10.4%, 1.1%
[15] COc1ccc(-n2c(SCC(=O)C(C)(C)C)nc3ccsc3c2=O)cc1
    0.0%, 12.8%, 0.1%, i, 0.0, 0.9%, -0.2%, -25.8%, -14.4%, 7.3%
[16] COc1cc2cc(C)nc(Cc3cccc4ccccc34)c2cc1OC
    -2.2%, 17.4%, -0.2%, i, 2.4, -2.2%, -3.9%, 5.1%, 6.6%, -5.2%
[17] O=c1c2c(nc3c(-c4cccc5ccccc45)c[nH]n13)CCC2
    2.4%, -3.4%, -0.1%, i, 1.1, 6.5%, 4.1%, -18.9%, 21.5%, -1.0%
[18] CC(=O)c1ccc(-n2c(CCC(=O)O)ccc2-c2cccs2)cc1
    5.8%, 11.9%, -0.1%, i, 2.7, 21.0%, -3.5%, 20.3%, 6.6%, -8.6%
[19] Cc1nonc1NC(=O)CSc1nnc(-c2ccoc2C)n1CC(C)C
    0.0%, -0.2%, 0.6%, i, 2.2, -3.1%, -3.1%, 5.5%, 10.5%, -6.4%
[20] COc1ccc(CCNC(=O)CCc2cc(OC)c(OC)c(OC)c2)cc1
    1.2%, 1.0%, -0.2%, i, 0.5, -13.1%, -2.0%, -11.6%, 3.3%, 2.5%
[21] O=C(CCn1c(=S)[nH]c2ccccc2c1=O)NCCc1ccc(Cl)cc1
    4.0%, -15.8%, 0.1%, i, 0.7, -18.3%, -0.7%, -48.5%, 10.8%, -2.0%
[22] COc1ccc(C(=O)Nc2cccc(OC(=O)c3ccco3)c2)cc1
    -1.0%, -15.1%, 0.3%, i, 6.7, 33.5%, -0.9%, -60.0%, -26.4%, 0.9%
[23] Cc1cc(C)c(S(=O)(=O)Nc2cccc(/C=C/C(=O)O)c2)c(C)c1
    14.0%, 10.9%, -0.4%, i, 1.4, -6.6%, -0.5%, -8.7%, 15.5%, 2.5%
[24] O=C(CCCc1ccccc1)NCc1cn2ccsc2n1
    -1.5%, -2.4%, -0.1%, i, 2.5, -7.3%, -4.4%, -24.0%, -8.6%, 6.4%
[25] CSc1nc(N)n2nc(-c3ccc(Cl)cc3)cc2n1
    0.6%, -13.2%, -0.1%, i, 0.1, 7.0%, 0.8%, -1.8%, -127.0%, 16.7%
[26] CCCCc1cc(=O)oc2cc(C)cc(OC(C)C(=O)NC(Cc3c[nH]c4ccc(O)cc34)C(=O)O)c12 (centres undefined)
    10.4%, 11.7%[20 µM], -0.1%, i, 2.5, -4.5%, 0.8%, -38.0%, -2.4%, 9.3%
[27] Nc1ccc(C(=O)OCC(=O)c2cccc([N+](=O)[O-])c2)cc1
    -3.8%, -6.9%[20 µM], -0.1%, i, 0.2, -0.9%, -2.7%, 20.8%, -4.3%, 9.4%
[28] C=CCNc1nc(N)c([N+](=O)[O-])c(Nc2ccccc2OC)n1
    0.7%, -11.3%, -0.1%, i, 0.3, -5.4%, -4.0%, -0.8%, 17.5%, -5.0%
[29] COc1ccc(OC)c(-n2nnnc2SCC(=O)Nc2ccc(C(=O)N3CCCCC3)cc2)c1
    0.8%, -1.7%, -0.1%, i, 4.3, 5.5%, 2.0%, -3.1%, 19.3%, 3.2%
[30] Cc1nnc(NC(=O)CSc2nnc(Cc3cccn3C)n2-c2cccc(C(F)(F)F)c2)s1
    3.1%, 24.8%, 0.2%, i, 2.7, 3.7%, -1.6%, -22.4%, -2.9%, 8.5%
[31] O=C(Nc1ccccc1)C1=C[C@@H](c2ccc(Br)cc2)C[C@@H](OCc2ccc(CO)cc2)O1
    -0.2%, 13.9%, 0.5%, i, 2.3, 6.5%, ., -12.4%, -29.5%, 16.1%
[32] CN(c1ccccc1)S(=O)(=O)c1ccc(C(=O)OCC(=O)NC(N)=O)cc1
    1.0%, -9.7%, 0.0%, i, 0.3, -10.1%, 2.4%, -9.4%, -12.4%, -2.3%
[33] COc1cccc(C(=O)Nc2ccc(S(=O)(=O)Nc3cc(C)nc(C)n3)cc2)c1
    1.3%, -29.9%[20 µM], -0.1%, i, 0.9, -0.1%, ., -31.8%, 7.8%, 12.0%
[34] Cc1ccc(S(=O)(=O)NCCC(C)C)cc1[N+](=O)[O-]
    -1.7%, 11.6%, 0.3%, i, 0.3, 4.7%, -0.2%, -8.0%, 15.7%, 14.0%
[35] CCC(=O)OCC(=O)Nc1cc(S(=O)(=O)N(C)C)ccc1Cl
    -0.2%, 16.4%, 1.4%, i, 0.7, -2.4%, -1.5%, -29.0%, 18.0%, 2.6%
[36] CC1CCN(Cc2c(O)ccc3c(=O)c(-c4nc5ccccc5s4)c(N)oc23)CC1
    -3.8%, -8.2%, -0.2%, i, 0.6, 7.4%, 6.4%, -10.3%, 18.1%, 34.2%
[37] Nc1nc2ccccc2cc1S(=O)(=O)c1ccccc1
    0.5%, -21.1%, 0.1%, i, 0.2, -9.7%, -1.8%, -37.7%, -0.8%, 4.9%
[38] Cc1ccc(C(=O)Oc2cccc(NC(=O)c3cccs3)c2)cc1S(=O)(=O)N1CCOCC1
    1.2%, -28.4%, 0.3%, i, 0.7, 4.1%, -5.8%, -6.5%, 6.9%, 10.8%
[39] CC(=O)Nc1sc(C)c(C)c1CN1CCN(S(=O)(=O)c2ccccc2)CC1
    -1.0%, -54.0%, 0.3%, i, 0.5, 6.8%, 3.4%, 16.6%, 18.0%, 0.8%
[40] O=C(Nc1ccc(F)cc1)NC1(C(=O)NCc2ccc3c(c2)OCO3)CCCCC1
    2.9%, -4.5%, -0.1%, i, 1.4, -1.2%, 0.9%, -19.9%, 3.5%, 10.3%
[41] COc1ccc(NC(=O)c2cc(=O)c3ccccc3o2)cc1Cl
    -0.6%, -10.6%[20 µM], -0.1%, i, 0.5, -1.1%, -7.1%, 12.2%, -7.3%, -30.8%
[42] COC(=O)C(NS(=O)(=O)c1ccc(N2CCCC2=O)cc1)c1ccccc1 (centres undefined)
    0.4%, 11.1%, 0.2%, i, 0.7, 9.4%, 3.0%, -9.2%, 7.9%, 7.9%
[43] Cc1ccc(/C=N/N2CCN(C3c4ccccc4-c4ccccc43)CC2)s1
    0.7%, 26.9%, 0.7%, i, 0.6, -2.7%, -4.6%, 0.2%, -4.6%, 3.1%
[44] COc1ccc(CNc2nnnn2C)cc1
    -0.5%, -36.7%, -0.1%, i, 0.1, -13.4%, 7.9%, -13.5%, 3.3%, 5.3%
[45] Oc1ccc(/C=N/Nc2ccc(C(F)(F)F)cn2)cc1
    -0.7%, -25.3%, -0.5%, i, 1.1, -17.5%, 10.7%, -56.7%, -132.6%, 2.7%
[46] Cc1cc(C)nc(NC(=O)Nc2ccccc2C(F)(F)F)n1
    -3.3%, 25.0%, -1.0%, i, 0.4, 12.8%, -1.3%, 3.3%, 1.6%, -5.2%
[47] O=C(C1=NNCC1c1ccccc1)C1OC1c1ccccc1 (centres undefined)
    -1.4%, -5.8%, -0.2%, i, 1.0, 6.3%, -1.3%, 15.8%, 7.5%, -2.1%
[48] O=C(O)c1nn(-c2ccc(F)cc2)ccc1=O
    -1.9%, -5.7%, 0.0%, i, 0.4, 7.2%, -1.0%, 2.7%, 13.0%, 8.7%
[49] COc1ccccc1NC(=S)N(Cc1ccccc1)Cc1cccnc1
    2.0%, 26.6%, -0.3%, i, 0.5, -12.6%, 0.7%, -15.4%, 2.9%, 10.3%
